# Assay outcomes (PubChem)
# PI4K2A block: qHTS for small molecular inhibitors of PI4K2A; Phosphatidylinositol 4-kinase type 2-alpha (Homo sapiens), Q9BTU6; purified PI4K2A, ADP-Glo luminescence, 1 h; stronger effect = lower value; activity change, negative = inhibition, % at 76.9 µM; 420,000 compounds, 0.13% hits; in the data active means activity change below about -50%; inconclusive means mostly about -30% to -49%;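 further: -100% = wells without enzyme as full effect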
# Target sequence (Q9BTU6 whole entry, looked up): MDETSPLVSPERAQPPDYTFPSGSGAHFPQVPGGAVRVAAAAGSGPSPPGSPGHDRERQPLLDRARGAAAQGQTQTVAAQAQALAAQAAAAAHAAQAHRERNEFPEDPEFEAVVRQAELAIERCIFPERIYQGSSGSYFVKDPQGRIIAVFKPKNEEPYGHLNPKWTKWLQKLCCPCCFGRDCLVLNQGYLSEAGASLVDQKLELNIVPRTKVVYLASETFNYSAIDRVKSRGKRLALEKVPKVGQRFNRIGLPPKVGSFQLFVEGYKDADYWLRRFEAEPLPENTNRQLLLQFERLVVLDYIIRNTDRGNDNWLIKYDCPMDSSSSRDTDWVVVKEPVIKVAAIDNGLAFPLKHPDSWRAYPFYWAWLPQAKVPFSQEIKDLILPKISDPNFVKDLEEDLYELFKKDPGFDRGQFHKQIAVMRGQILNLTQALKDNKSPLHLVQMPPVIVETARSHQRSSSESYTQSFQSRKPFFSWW
#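 ADP-Glo luminescence measured ADP generated by PI4K2A enzyme (4 ug/mL before mixing) with 1.2 mM PI substrate (pre-mix) and 300 microM ATP (pre-mix). Tris pH7.5 buffer with MgCl2, Triton X-100; 1 h reaction at ambient temperature.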
# TRHR enhancer: qHTS for Small Molecule Agonists and Allosteric Enhancers of Human TRH Receptor: Primary Screen for Enhancers; Thyrotropin-releasing hormone receptor (Homo sapiens), P34981; TRHR cells, fluo-8 calcium fluorescence, EC20 TRH enhancement; enhancement, % at 2 µM; 360,000 compounds, 0.66% hits; AID 493056, 2011; in the data active means enhancement above about 30%; further: 0% is about no effect
#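 Enhancer read-out: after compound pinning and an initial kinetic agonist-mode read, an EC20 of TRH (10 nM final) was injected and fluo-8 calcium signal (Ex 480/Em 530) followed at 1 s/cycle for 100 cycles in TRHR-expressing cells.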
# D2 antag: HTS Assay for Allosteric Antagonists of the Human D2 Dopamine Receptor: Primary Screen for Antagonists. D(2) dopamine receptor (Homo sapiens), P14416. HEK293 TREx D2 cells, calcium flux, dopamine EC80. 340,000 compounds, 2% hits. inhibition, % at 10 µM; in the data active means inhibition above about 30%; further: 0% is about no effect
# Target sequence (P14416 whole entry, looked up): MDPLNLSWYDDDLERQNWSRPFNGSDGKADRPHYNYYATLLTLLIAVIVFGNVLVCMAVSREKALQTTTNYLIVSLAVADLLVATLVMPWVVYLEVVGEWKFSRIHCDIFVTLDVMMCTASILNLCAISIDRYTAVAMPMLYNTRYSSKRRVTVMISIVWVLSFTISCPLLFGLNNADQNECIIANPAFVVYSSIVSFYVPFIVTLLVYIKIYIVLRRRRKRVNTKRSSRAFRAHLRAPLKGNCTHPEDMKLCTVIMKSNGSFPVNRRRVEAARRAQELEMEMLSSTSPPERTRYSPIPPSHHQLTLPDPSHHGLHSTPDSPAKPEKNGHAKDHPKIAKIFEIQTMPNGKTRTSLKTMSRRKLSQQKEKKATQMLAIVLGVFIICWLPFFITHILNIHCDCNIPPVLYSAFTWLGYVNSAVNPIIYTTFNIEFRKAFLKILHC
#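 Inhibition of EC80 dopamine-driven calcium flux, recorded kinetically, defines activity here; cells are a tetracycline-induced HEK293 T-REx line expressing force-coupled D2.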
# TRHR agonist: qHTS for Small Molecule Agonists and Allosteric Enhancers of Human TRH Receptor: Primary Screen for Agonists | activation, % at 2 µM | Thyrotropin-releasing hormone receptor (Homo sapiens), P34981 | 360,000 compounds, 0.18% hits | TRHR cells, calcium flux fluo-8, FDSS agonist mode | AID 493084, 2011; in the data active means activation above about 30%; further: 0% is about no effect
#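 Agonist-mode FDSS calcium read (Ex 480/Em 530, 1 s cycles) in 1536-well TRHR cells with fluo-8 dye, after 10-cycle baseline and 23 nL compound addition; TRH at EC20 (10 nM final) added afterwards for the enhancer phase.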
# mIDH1 inhibitor: qHTS for Inhibitors of mutant isocitrate dehydrogenase 1 (IDH1): qHTS; Potency, µM (top dose mostly 76.6 µM), inactives show at the highest dose activity change, negative = inhibition, actives largely listed as inhibitors; Isocitrate dehydrogenase [NADP] cytoplasmic (Homo sapiens), O75874; 390,000 compounds, 0.093% hits; IDH1-R132H enzyme, NADPH consumption, diaphorase/resazurin fluorescence; AID 602179, 2012; further: potency means the concentration at half of the fitted maximal effect; on the % scale 0 is the no-effect control and ±100 the full control effect; nearly all actives have a fitted effect of over 65% in size
#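 IDH1-R132H (0.5 ug/mL dispensed) in pH 7.5 Tris buffer was preincubated 30 min with compound, then given a substrate mix of 0.016 mM NADPH and 2 mM alpha-KG for 80 min at room temperature; remaining NADPH was read by diaphorase/resazurin fluorescence.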
# D2 ag: HTS Assay for Allosteric Agonists of the Human D2 Dopamine Receptor: Primary Screen for Agonists | HEK293 T-REx D2 cells, calcium flux agonist mode | activation, % at 2 µM | 340,000 compounds, 0.53% hits | AID 485358, 2010;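 active means activation over 3 SD above normal in the single-dose calcium agonist read, cut at about 30% in these data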; further: 0% is about no effect
#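 Agonism scored from kinetic calcium signal (1 read/sec, 180 s) following compound pin transfer, after a 10 s baseline. Cells: HEK293 Trex line expressing inducible D2 receptor coupled to calcium, dye-loaded after overnight culture at 30 C.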
# USP1-UAF1 inh: Inhibitors of USP1/UAF1: Primary Screen | recombinant USP1/UAF1, Ub-Rhodamine cleavage fluorescence | Potency, µM (series often up to 57.1 µM), inactives show top-dose activity change, negative = inhibition, actives largely listed as inhibitors | 390,000 compounds, 0.23% hits; further: potency means the concentration at half of the fitted maximal effect; on the % scale 0 is the no-effect control and ±100 the full control effect; nearly all actives have a fitted effect of over 60% in size; inactives centre near -12
#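 Step one: compound is pinned into 1nM USP1/UAF1 in HEPES pH 7.8 buffer with TCEP. Step two: 15 min room-temperature incubation. Step three: Ub-Rho (150nM final) starts cleavage, tracked by fluorescence over six one-minute reads.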
# TrxR1 substrate: qHTS Assay for Substrates of Mammalian Selenoprotein Thioredoxin Reductase 1 (TrxR1): qHTS; 390,000 compounds, 0.01% hits; AID 588456, 2011; Thioredoxin reductase 1, cytoplasmic (Rattus norvegicus), O89049; purified TrxR1 substrate turnover, NADPH consumption readout; Potency, µM (highest dose often 114 µM), inactives show top-dose activity change, negative = substrate turnover; further: potency means the concentration at half of the fitted maximal effect; on the % scale 0 is the no-effect control and ±100 the full control effect; nearly all actives have a fitted effect of over 50% in size
#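 Rat TrxR1, dispensed at 90 nM, was prereduced with 400 uM NADPH (final) for 5 min at ~22 deg C, then incubated with compound 15 min before 400 uM selenite. A first-read NADPH fluorescence drop versus no-compound background flagged substrates.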
# rTrxR1 inhibitor: qHTS Assay for Inhibitors of Mammalian Selenoprotein Thioredoxin Reductase 1 (TrxR1): qHTS | 390,000 compounds, 1% hits | recombinant rTrxR1, NADPH fluorescence consumption, selenite substrate | Potency, µM (doses to about 114 µM), for inactives: at the top dose activity change, negative = inhibition, usual class: inhibitors; further: potency means the concentration at half of the fitted maximal effect; on the % scale 0 is the no-effect control and ±100 the full control effect; nearly all actives have a fitted effect of over 65% in size
#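 Rat TrxR1 (90 nM in the dispensed reagent) was pre-reduced with 400 uM NADPH for 5 min at room temperature, then incubated with compound for 15 min. After 400 uM selenite was added, NADPH fluorescence (Ex 340/Em 450 nm) was followed for 8 min.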
# * hit, by the source's call; ? = inconclusive; . = not tested or not shown; [ ] = remark or other dose. Unless noted, the call rests on the fitted dose curve; in most records, active means well fitted inhibition curve with a large enough effect; inconclusive means small, poorly fitted or top-dose-only effect; inactive means no such curve, though single readings can be large or run the other way.
# Start of the listing, in advance:
SMILES,PI4K2A block,TRHR enhancer,D2 antag,TRHR agonist,mIDH1 inhibitor,D2 ag,USP1-UAF1 inh,TrxR1 substrate,rTrxR1 inhibitor
COCCn1c(=O)[nH]c2cc(C(=O)N3CCN(c4ccccc4F)CC3)ccc2c1=O,-5,4,3,-0.5,-7%,5.8,-18%,11%[0.0914 µM],19%[0.0914 µM]
CC1CC(C)CN(CCCNC(=O)CCNC(=O)Cn2ccc3ccccc3c2=O)C1 (stereo not given),2,-1,-7,-0.1,2%,1.0,-15%,6%,5%
CNc1cc(Cl)nc(SC)n1,7,-5,-19,0.3,4%,0.3,-21%,-2%[57.1 µM],20%[11.4 µM]
CC(C)Cc1nn2c(=O)cc(COC(=O)c3ccc(NC(=O)CCc4ccccc4)cc3)nc2s1,-4,-2,.,1.7,1%,0.3,-10%,-1%[57.1 µM],16%[57.1 µM]

# The listing, repeating the preview:
SMILES,PI4K2A block,TRHR enhancer,D2 antag,TRHR agonist,mIDH1 inhibitor,D2 ag,USP1-UAF1 inh,TrxR1 substrate,rTrxR1 inhibitor
COCCn1c(=O)[nH]c2cc(C(=O)N3CCN(c4ccccc4F)CC3)ccc2c1=O,-5,4,3,-0.5,-7%,5.8,-18%,11%[0.0914 µM],19%[0.0914 µM]
CC1CC(C)CN(CCCNC(=O)CCNC(=O)Cn2ccc3ccccc3c2=O)C1 (stereo not given),2,-1,-7,-0.1,2%,1.0,-15%,6%,5%
CNc1cc(Cl)nc(SC)n1,7,-5,-19,0.3,4%,0.3,-21%,-2%[57.1 µM],20%[11.4 µM]
CC(C)Cc1nn2c(=O)cc(COC(=O)c3ccc(NC(=O)CCc4ccccc4)cc3)nc2s1,-4,-2,.,1.7,1%,0.3,-10%,-1%[57.1 µM],16%[57.1 µM]
CCCCCCC1CC(=O)NC(=S)N1 (stereo not given),0,-5,18,-2.1,-2%,-0.3,-23%,2%,14%
Cc1cc(C)n2c(SCC(C)C)nnc2n1,1,33*,-5,0.2,2%,-0.4,-11%,6%,7%
COc1ccc(-c2nnc(NC(=O)c3c(OC)cccc3OC)s2)cc1,6,-2,1,-0.1,9%,-0.2,-12%,1%,32%
O=C(Nc1ccc(F)cc1)C1CCN(C(=O)c2ccc([N+](=O)[O-])cc2)CC1,2,-2,11,-0.4,7%,-0.4,-19%,6%,24%
CCN(CC)c1ccc(/C=C2\CCC(/C=C(/C#N)C(=O)Nc3ccccc3F)=C2N2CCOCC2)cc1,-8,.,.,.,0%,.,-2%,-6%,-2%
O=C(CCS(=O)(=O)c1cccs1)NC1CCCCCC1,6,8,4,0.1,3%,-1.1,-19%,8%,19%
Cc1[nH]cnc1CSCCN,5,7,11,-0.6,7%,0.2,-5%,-6%,8%[57.1 µM]
COc1ccc(CCNC(=O)c2ccc3c(c2)CCN3S(C)(=O)=O)cc1,7,1,.,-1.2,-14%,-0.2,-16%,2%,15%
CCc1ccc(NC(=O)[C@H](C)NC(=O)C2CCN(C(=O)[C@@H](N)CC(C)C)CC2)cc1,-6,7,-24,0.7,0%,1.1,-4%,11%,31%
O=C(Nc1cccc(-c2nc3ccccc3s2)c1)c1cc(-n2cnnc2)ccc1Cl,2,-8,-19,0.1,11%,-0.2,-23%,5%,38%[activator]
COc1cc2c(cc1OC)CN(CC(=O)Nc1cccc([N+](=O)[O-])c1)CC2,3,-3,.,-0.1,7%,.,-27%,4%,7%
Cc1noc(C)c1NC(=O)Nc1ccc2c(c1)C(=O)N([C@H](C)CO)C[C@H](C)[C@@H](CN(C)C(=O)Nc1ccccc1)O2,-4,.,.,.,-5%,.,-13%,4%,4%
CCN1CCN(C(=O)/C(C#N)=C/c2ccc(OC(F)F)cc2)CC1,-1,-1,-1,0.1,-8%,0.6,-5%,-7%,?
Cc1nnc(SCC(=O)N2CCC(c3noc4ccc(F)cc34)CC2)s1,2,0,1,0.2,1%,1.0,-2%,8%[57.1 µM],4%
Clc1ccc2nc(-c3ccc4c(c3)OCO4)cn2c1,0,0,-6,2.0,23%,0.0,-13%,10%[57.1 µM],17%[57.1 µM]
CCC1CCCCN1C(=O)CSc1nnc(-c2ccc3c(c2)OCCO3)o1 (stereo not given),11,-2,-3,-0.2,2%,0.6,-18%,6%[57.1 µM],4%[57.1 µM]
COc1cc(OC)cc(-c2cc3nc(C)c(CCC(=O)NCCc4cccc(C)c4)c(C)n3n2)c1,-3,13,.,0.5,1%,.,-27%,51%[activator],82%[activator]
Cc1cc(C)n2nc(/C(C#N)=C/c3ccccc3)c(C#N)c2n1,3,1,-10,0.0,0%,-1.4,-2%,15%,14%
Brc1cccc(CSc2nnc(-c3ccncc3)o2)c1,-2,-3,3,-0.4,3%,0.2,-4%,8%[57.1 µM],-43%
C(#CCN1CCCC1)CC(c1ccccc1)c1ccccc1,6,-5,-17,4.7,9%,0.2,2%,7%[57.1 µM],19%[57.1 µM]
Cc1c(OCC(=O)NCC2CCC(C(=O)O)CC2)ccc2c(-c3ccccc3)cc(=O)oc12 (stereo not given),18,-3,3,0.0,-16%,-0.9,-10%,4%,14%
# The listing continues:
SMILES,PI4K2A block,TRHR enhancer,D2 antag,TRHR agonist,mIDH1 inhibitor,D2 ag,USP1-UAF1 inh,TrxR1 substrate,rTrxR1 inhibitor
N#C/C(=C\c1ccc([N+](=O)[O-])cc1)C(=O)Nc1ccccc1O,24,-1,-3,-0.5,-12%,3.1,-19%,-8%,-29%
CCCCn1c(NC(=O)CC)c(C#N)c2nc3ccccc3nc21,2,3,-8,0.6,0%,1.7,-20%,40%[activator],21%
COc1cccc(C(=O)COC(=O)CCC(=O)c2ccccc2)c1,-3,4,15,0.3,-3%,0.0,-16%,1%,22%
CCNS(=O)(=O)c1ccc(S(=O)(=O)N(Cc2ccccn2)C2CCCCC2)cc1,-1,1,.,-0.8,2%,.,-12%,1%,-1%
Cc1ccccc1CN1CCN(C(=O)c2ccco2)CC1,-3,1,70*,0.3,7%,81*,-11%,9%[57.1 µM],18%
S=C(NCCCN1CCOCC1)N1CCN(c2nc(-c3ccccc3)cs2)CC1,1,-2,-11,-2.0,-7%,0.5,-14%,-2%,-4%
Cc1ccc(C(=O)NCCC(=O)N2CCC3(CC2)NCCc2[nH]cnc23)cc1C,4,17,-1,0.2,-6%,-0.7,-21%,10%,30%
COC(C(=O)Nc1ccc(S(=O)(=O)Nc2ccc(F)cc2)cc1)c1ccccc1 (stereo not given),0,-3,.,1.2,-7%,.,-1%,-8%,12%
Cc1cccc(N2CCN(C(=O)C(NS(=O)(=O)c3cccs3)c3ccccc3)CC2)c1C (stereo not given),-5,11,-19,0.6,4%,0.5,-14%,5%[57.1 µM],34%[57.1 µM]
COc1ccc(-c2c(C)nn(-c3ccccc3)c2NC(C)=O)cc1OC,-16,-9,8,0.9,-4%,0.9,-24%,5%,21%
Cc1nn(C)cc1/C=C/C(=O)c1ccccc1,-9,2,3,-0.5,5%,-1.8,-18%,8%,-6%
N#Cc1ccc(NC(=O)COC(=O)CCNS(=O)(=O)c2ccccc2)cc1,1,18,-7,0.4,5%,0.5,-16%,-3%,-5%
NC(=O)c1ccc[n+](CC(=O)c2ccccc2)c1,-3,0,-9,0.3,8%,0.8,-18%,13%,13%
Cc1sc(NC(=O)C2C3CCC(O3)C2C(=O)O)nc1-c1ccc(CC(C)C)cc1 (stereo not given),-6,-8,7,0.3,4%,-0.8,-28%,-6%,-1%
COc1ccc(C(=O)COC(=O)CCNS(=O)(=O)c2ccccc2)cc1Br,-1,-2,4,-0.1,15%,0.3,-10%,-6%,-5%
Clc1ccccc1-c1nnc2n1CCCCC2,-1,-2,4,0.8,20%,0.0,-21%,-4%,8%[57.1 µM]
COC(=O)CSc1nc2ncccc2[nH]1,6,-5,19,1.2,2%,-0.1,-8%,5%,14%
O=C(CCC(=O)OCc1ccc([N+](=O)[O-])cc1)Nc1ccc(F)cc1,3,5,-3,0.6,1%,1.2,-19%,-1%,20%
O=C(Nc1cccnc1)c1ccc(Cl)c(S(=O)(=O)N2CCCCCC2)c1,8,1,-11,0.1,-3%,0.0,-12%,4%,16%
O=C(O)Cc1sc(Nc2cccc3ccccc23)nc1-c1ccc(Cl)cc1,-2,9,27,0.3,-3%,-0.7,-20%,13%[57.1 µM],-13%[57.1 µM]
Cn1nc(C(=O)OCC(=O)Nc2ccc(Cl)cc2Cl)c2ccccc2c1=O,0,42*,-18,0.1,6%,0.6,-9%,1%,18%
COc1ccccc1N1CCN(C(=O)COc2cc(C)cc3oc(=O)cc(C)c23)CC1,3,5,5,-0.1,-6%,-1.0,-2%,14%[57.1 µM],22%[57.1 µM]
COc1ccc(NC(=O)CSc2nc(C)cs2)cc1,3,34*,7,-0.3,-3%,2.3,-19%,5%,10%
CCc1nnc(NC(=O)c2ncc(Cl)c(Cl)c2Cl)s1,2,11,-3,0.4,-2%,0.1,-3%,-1%,2%
O=C1C=C(N2CCOCC2)CO1,1,.,.,.,-7%,.,-9%,8%[57.1 µM],6%[57.1 µM]
COc1ccc(C2C3=C(CC(C)(C)CC3=O)Nc3nc(C)nn32)cc1OC (stereo not given),2,2,8,0.5,7%,-0.5,3%,-3%,8%
